TCR act – Activators of T cell receptors: qHTS campaign; AID 504894, 2011; Potency, µM (top dose mostly 9.22 µM), without a hit: at the highest dose activation of IL-2 secretion, usual class: activators; 330,000 tested, under 10 active; primary human leukocytes, anti-CD3, IL-2 HTRF, 48 h; note: % of control where 0% means no effect
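IL-2 produced over 48 hr by a-CD3 bead-stimulated primary human leukocytes exposed to compounds was detected with a homogeneous time-resolved FRET immunoassay, 665nm acceptor signal after 320nm excitation.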
B2AR arrestin – qHTS assay of beta-arrestin-biased ligands of beta2-adrenergic receptor; beta-arrestin recruitment to beta2AR, cell-based reporter; actives 0.02% (n = 330,000); Potency, µM (top dose mostly 46.1 µM), for the others: at the highest dose activation, actives largely listed as activators; AID 492947, 2010;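 note: potency is the fitted concentration of half-maximal effect; 0% = DMSO controls and full agonism = EC100 isoproterenol or metaproterenol; nearly all actives have a fitted effect of over 65% in size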
USP2a inh – qHTS Assay for Inhibitors of Ubiquitin-specific Protease USP2a Using CHOP2 as the Reporter | Ubiquitin carboxyl-terminal hydrolase 2 (Homo sapiens), O75604 | USP2 core, Ub-CHOP2 coupled fluorogenic reporter, 485/531 | Potency, µM (series often up to 38.3 µM), for the others: at the top dose activity change, negative = inhibition, usual class: inhibitors | actives 0.01% (n = 330,000) | AID 463254, 2010;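 note: potency is the fitted concentration of half-maximal effect; plate controls were DMSO wells for no effect and full inhibition by NEM control for full effect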
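USP2 core (10nM final) preincubated 30min RT with compound in 20mM Tris-HCl pH 8.0, 2mM CaCl2, 2mM beta-mercaptoethanol, 0.05% CHAPS; 25nM Ub-CHOP2 plus 25nM reporter substrate added, fluorescence (Ex485/Em531) read after 60min.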
uPA generation – qHTS for Inhibitors of Cell Surface uPA Generation; cell surface uPA generation assay, qHTS; Potency, µM (doses to about 38.3 µM), for the others: at the highest dose activity change, negative = inhibition, hits mostly inhibitors; actives 0.31% (n = 330,000); AID 540303, 2011; active = well fitted inhibition curve with a large enough effect; inconclusive = small, poorly fitted or top-dose-only effect; inactive = no such curve, though single readings can be large or run the other way; tested in mouse RAW 264.7 cells; note: potency is the fitted concentration of half-maximal effect; % is set by controls: 0 for no effect and ±100 for the full control effect; nearly all actives have a fitted effect of over 55% in size
Mito fusion yeast – qHTS Assay for Small Molecule Inhibitors of Mitochondrial Division or Activators of Mitochondrial Fusion; S. cerevisiae fusion-defective mutant growth rescue, CellTiterGlo 48 h; Potency, µM (titrated, usually from 46.1 µM), for inactives: at the top dose growth rescue (activation), usual class: activators; actives 0.23% (n = 320,000); AID 485298, 2010;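 note: potency is the fitted concentration of half-maximal effect; % of control where 0% means no effect; nearly all actives have a fitted effect of over 45% in size; temperature-sensitive fusion mutants such as fzo1-1 at 37 °C on non-fermentable ethanol glycerol medium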
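S. cerevisiae fusion-defective temperature-sensitive mutants (e.g. fzo1-1, mgm1-5) grown 48 h at 37C in YPEG (ethanol/glycerol non-fermentable) medium with 23 nl compound per well; growth rescue read as CellTiterGlo luminescence.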
ELG1 repair inh – qHTS screen for small molecules that inhibit ELG1-dependent DNA repair in human embryonic kidney (HEK293T) cells expressing luciferase-tagged ELG1. HEK293T ELG1-luciferase reporter, luminescence, 16 h; DNA damage induced by 5-fluorouridine. Potency, µM (highest dose often 46.1 µM), for the others: top-dose activity change, negative = inhibition, most hits filed as inhibitors. actives 2.3% (n = 330,000); note: potency is the fitted concentration of half-maximal effect; % is set by controls: 0 for no effect and ±100 for the full control effect; nearly all actives have a fitted effect of over 55% in size
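In this reporter screen, reduction of luminescence relative to DMSO vehicle indicated activity. Compounds and 5-fluorouridine were added together to 2,000 cells per well, incubated for 16 hr at 37 °C, then developed with ONE-Glo.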
PTAP TSG101 blk – qHTS Assay for Iinhibitors of HIV-1 Budding by Blocking the Interaction of PTAP/TSG101; AID 493005, 2010; Tumor susceptibility gene 101 protein (Homo sapiens), Q99816; Fluorescence polarization, FITC-PTAP peptide / Tsg101 binding; Potency, µM (doses to about 115 µM), without a hit: top-dose activity change, negative = inhibition, actives largely listed as inhibitors; 340,000 tested, under 10 active; active = well fitted inhibition curve with a large enough effect in the main read-out, with a control signal flat, not every such curve was filed as active; inconclusive = small, poorly fitted or top-dose-only effect, or effect the other way, or a change in a side signal; inactive = no such curve, though single readings can be large or run the other way; note: potency is the fitted concentration of half-maximal effect; % of control where 0% means no effect
Target sequence (Q99816 whole entry, looked up): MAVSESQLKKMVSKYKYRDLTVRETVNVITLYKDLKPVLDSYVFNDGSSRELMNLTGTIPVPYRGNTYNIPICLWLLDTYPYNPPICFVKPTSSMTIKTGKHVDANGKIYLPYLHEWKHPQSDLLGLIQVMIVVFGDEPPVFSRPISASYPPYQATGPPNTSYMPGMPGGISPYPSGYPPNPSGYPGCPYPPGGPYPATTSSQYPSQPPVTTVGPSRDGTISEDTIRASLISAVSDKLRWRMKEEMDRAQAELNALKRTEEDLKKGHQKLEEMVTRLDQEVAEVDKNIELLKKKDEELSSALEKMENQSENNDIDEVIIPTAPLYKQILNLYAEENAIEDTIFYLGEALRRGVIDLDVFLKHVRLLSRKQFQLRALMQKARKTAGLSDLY
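Compounds were pin-transferred onto Tsg101 binding domain (10 uM final) in HEPES pH 7.5 buffer, then FITC-PTAP peptide was added at 50 nM final. After 20 min at RT, polarization reported peptide displacement across a qHTS concentration series.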
Tb PFK inh – qHTS Assay to Find Inhibitors of T. brucei phosphofructokinase. ATP-dependent 6-phosphofructokinase (Trypanosoma brucei brucei), O15648. T. brucei PFK, ADP-Glo luminescence. Potency, µM (top dose mostly 57.5 µM), inactives show top-dose activity, negative = inhibition, usual class: inhibitors. actives 0.17% (n = 330,000);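 note: potency is the fitted concentration of half-maximal effect; 0% = uninhibited 1x PFK enzyme wells and -100% = no-enzyme wells; nearly all actives have a fitted effect of over 60% in size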
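Activity is normalized to no-enzyme wells (full inhibition) and 1.25 nM enzyme wells (no inhibition). Reaction: 0.5 mM F6P, 0.1 mM ATP, 45 min RT, ADP-Glo luminescence; concentration-response curves fitted and classed by quality.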
BCR signal inh – qHTS Assay to Find Inhibitors of Chronic Active B-Cell Receptor Signaling. ABC-DLBCL IkBa-CBG/CBR reporter, luminescence ratio, 4 h. Potency, µM (top dose mostly 46.1 µM), for inactives: top-dose ratio change, negative = lower green/red ratio, hits mostly inhibitors. actives 0.05% (n = 340,000). AID 493014, 2011; active = well fitted inhibition curve with a large enough effect in the signal ratio, with a control signal flat, not every such curve was filed as active; inconclusive = small, poorly fitted or top-dose-only effect, or effect the other way, or a change in a side signal; the % refers to the signal ratio;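 note: potency is the fitted concentration of half-maximal effect; plate controls were basal doxycycline-induced cells for no effect and cells given 10 µM MG132 for full effect; MG132 reads +100%, hits lower the ratio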
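TMD8 ABC-DLBCL cells carrying doxycycline-inducible green luciferase fused to IkappaBalpha plus unfused red luciferase were exposed to compounds (up to 46 uM) for 4 hrs at 37C. Activity came from the overlap-corrected green/red luminescence ratio.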
Eya2 inh – qHTS Assay for Inhibitors of the Phosphatase Activity of Eya2 | recombinant Eya2, OMFP fluorescence dephosphorylation (OMFP is methylfluorescein phosphate) | Protein phosphatase EYA2 (Homo sapiens), O00167 | AID 488837, 2010 | actives 0.006% (n = 330,000) | Potency, µM (top dose mostly 76.9 µM), for the others: at the top dose activity, negative = inhibition, most hits filed as inhibitors; note: potency is the fitted concentration of half-maximal effect; % is set by controls: 0 for no effect and ±100 for the full control effect
Target sequence (O00167 whole entry, looked up): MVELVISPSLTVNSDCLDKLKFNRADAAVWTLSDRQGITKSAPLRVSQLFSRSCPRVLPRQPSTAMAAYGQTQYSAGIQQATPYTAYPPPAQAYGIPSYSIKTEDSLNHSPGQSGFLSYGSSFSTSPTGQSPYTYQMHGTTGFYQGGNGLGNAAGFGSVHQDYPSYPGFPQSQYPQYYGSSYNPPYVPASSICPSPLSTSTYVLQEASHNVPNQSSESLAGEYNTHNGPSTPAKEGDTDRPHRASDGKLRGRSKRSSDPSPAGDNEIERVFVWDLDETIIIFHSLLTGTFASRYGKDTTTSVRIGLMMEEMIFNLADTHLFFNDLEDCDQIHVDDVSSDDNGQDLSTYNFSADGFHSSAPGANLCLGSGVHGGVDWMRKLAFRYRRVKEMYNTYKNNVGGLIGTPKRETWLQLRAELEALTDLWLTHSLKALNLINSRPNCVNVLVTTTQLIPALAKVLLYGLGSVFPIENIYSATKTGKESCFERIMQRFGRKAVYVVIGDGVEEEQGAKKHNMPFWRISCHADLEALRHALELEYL
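Eya2 protein (added as 0.2 uM solution) was preincubated with compound for 10 min at ambient temperature in 50 mM HEPES pH 7.5, 50 mM NaCl, 5 uM MgCl2, 0.05% BSA, 1 mM DTT. OMFP (added at 50 uM) then reacted 10 min; fluorescence read at 485/525 nm.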
TSHR antag – Antagonists of the Thyroid Stimulating Hormone Receptor: HTS campaign. Thyrotropin receptor (Homo sapiens), P16473. activity change, negative = inhibition, % at 11.5 µM. AID 504810, 2011. TSHR-expressing cells, TSH-stimulated cAMP HTRF, 2 h; active compounds read low. actives 0.2% (n = 330,000);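 active = activity change below a set negative limit, meaning inhibition stronger than a set level, cut at about -70% in these data; inconclusive = activity change between two set negative limits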; note: % is set by controls: 0 for no effect and ±100 for the full control effect
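Freshly harvested TSHR cells receive pin-tooled compound, then EC80 TSH at 4nM final. After 2 hours at 37 deg C, antibody in lysis buffer and cAMP-d2 are added; 30 minutes at ambient temperature precede the HTRF read.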
The depositor's hits bear a star; ? = inconclusive; . = no result given; & = joins results of further samples; [ ] = dose if it differs, or a comment. Unless noted, calls come from the whole dose curve; as a rule, active = well fitted curve in the direction sought with a large enough effect; inconclusive = small, poorly fitted or top-dose-only effect, or another doubt; inactive = no such curve, though single readings can be large; an effect the other way counts as inactive or inconclusive.

SMILES | TCR act | B2AR arrestin | USP2a inh | uPA generation | Mito fusion yeast | ELG1 repair inh | PTAP TSG101 blk | Tb PFK inh | BCR signal inh | Eya2 inh | TSHR antag
CC[C@@H](C)[C@H](NC(=O)C1CCN(C(=O)[C@@H](NS(=O)(=O)c2ccc(C)cc2)C(C)C)CC1)C(=O)O | 0% | -0.4% | 4% | 1% | -1% | 11% | -9% | 9% | 3% | 17% | 0
COCCNC(=O)c1cnn2c(C(F)F)cc(-c3ccc(C)cc3)nc12 | 3% | -0.1% | -1% | 16% | 14% | ? | -2% | 2% | -1% | -3% | 2
COc1cc(NC(=O)c2cc3c(CO)cnc(C)c3oc2=Nc2cccc(C(N)=O)c2)cc(OC)c1 | 3% | -0.1% | 2% | 12% | 3% | -6% | 1% | -1% | 0% | ? | 2
Oc1ccc(N=Nc2ccccc2C(F)(F)F)c2cccnc12 | 5% | 0.4% | -1% | ? | 2% | ? | 0% | 1% | ? | 9% | -1
COC(=O)c1ccc(NC(=O)CNc2ccccc2)cc1 | 2% | -0.5% | 0% | -1% | -1% | ? | -3% | -14% | ? | -14% | -6
CCc1ccc(OCCn2cccn2)cc1 | -2% | 0.2% | -1% | 1% | 4% | ? | 1% | -5% | ? | -2% | 1
C=CCOc1ccc(/C=C/C(=O)OCC(=O)N(C)C2CCS(=O)(=O)C2)cc1 (stereo unspecified) | 0% | -0.2% | -1% | -13% | -1% | -3% | . | -5% | -1% | 0% | -4
Cc1cccc(-n2c(-c3ccco3)n[nH]c2=S)c1 | 2%[46.1 µM] | 0.0% | 2% | 1% | -1% | -1% | -13% | -3% | 0% | 7% | 8
Cc1cc(F)ccc1S(=O)(=O)Nc1ccc(C(=O)N(C)Cc2ccco2)cc1 | -5% | 0.1% | 1% | -14% | 0% | 3% | -1% | -5% | ? | 3% | -10
CCS(=O)(=O)c1ccc2oc(Nc3ccccc3C)nc2c1 | -2% | -0.4% | -2% | -1% | -9% | ? | -7% | -7% | ? | 11% | -11
c1ccc(CSCc2nc3ccccc3[nH]2)cc1 | 0%[46.1 µM] | -1.9% | 0% | -3% | -1% | ? | -1% | -6% | 1% | 1% | 11
O=C(COC(=O)c1n[nH]c2ccccc12)NCc1ccccc1 | 4% | -0.3% | -2% | -2% | -2% | 15% | -15% | -2% | -19% | 15% | 7
Nc1nnc(SCc2ccccc2)n1-c1ccccc1 | 1%[46.1 µM] | -0.5% | 0% | -1% | 1% | 1% | -7% | -3% | ? | -13% | 13
CCN(CC)c1ccc(/C=N/N2CC(=O)NC2=S)cc1 | -6% | -0.2% | 3% | ? | 4% | 4% | 3% | -8% | ? | 12% | -16
Fc1ccc(-c2cnc[nH]2)cc1 | 4% | -0.5% | 0% | 1% | 2% | ? | -6% | -2% | -12% | 8% | -3
O=[N+]([O-])c1ccc(Sc2n[nH]c(-c3ccccc3)n2)nc1 | 7% | 0.0% | 0% | -3% | -1% | ? | -1% | -1% | -11% | -32% | 2
CCCN1CCN(C(=O)C2CCCN(c3ncnc4c3nc3n4CCCCC3)C2)CC1 (stereo unspecified) | -7% | 3.3% | 4% | 0% | 3% | 9% | 1% | 1% | 0% | 2% | 1
O=C(O)Cn1cc(C(=O)C(F)(F)F)c2ccccc21 | -1% | -0.9% | 1% | 6% | -6% | 8% | -4% | 1% | -7% | 1% | 5
CSCCC1NC(=O)N(CC(=O)Nc2ccc(-c3ccccc3)cc2)C1=O (stereo unspecified) | 4% | -0.6% | 0% | 3% | 6% | 24% | -2% | 4% | -1% | 7% | 0
COc1ccc(C(=O)N2CCN(c3nnnn3-c3ccccc3)CC2)cc1OC | -2% | 0.2% | 1% | 0% | -4% | 5% | -7% | -1% | 0% | -13% | -2
COc1ccccc1C(CNC(=O)c1cccc(S(=O)(=O)Nc2ccc(C)cc2)c1)N1CCCC1 (stereo unspecified) | 6% | 0.3% | -3% | -1% | 1% | 2% | 0% | 0% | ? | -11% | 8
O=C(COC(=O)Cc1ccccc1)NCc1ccc2c(c1)OCO2 | 8% | -1.0% | -2% | -8% | . | 19% | -1% | 0% | 0% | -2% | 4
CC[C@H](C)C1NC(=O)[C@H](CC(=O)O)NC(=O)c2cc([N+](=O)[O-])cc(I)c2NCCC(C(N)=O)NC1=O (stereo partly specified) | -6% | -0.2% | 0% | 1% | -5% | 2% | -2% | -9% | 3% | 2% | 9
Cc1nc2ccccn2c1C(=O)c1ccccc1 | -1% | -0.5% | 1% | -7% | -4% | 8% | -1% | -3% | ? | 6% | -9
CC(C)OC(=O)c1cccc(C(=O)Oc2ccc(Br)cc2)n1 | 3% | 0.9% | 0% | -8% | 0% | -11% | 0% | -3% | ? | -5% | -13
O=C(O)CCCC(=O)Nc1c(F)c(F)c(F)c(F)c1F | -2% | 0.5% | 1% | 0% | -1% | 14% | -2% | 1% | 0% | -1% | 5
Cc1ccc(NC2CCCN(C(=O)c3cccnc3)C2)cc1C (stereo unspecified) | -4% | -0.7% | 0% | -6% | 1% | 13% | -2% | 1% | 0% | -3% | 1
N#Cc1nc(-c2cccc3ccccc23)oc1N | -3% | -0.1% | 0% | -7% | 4% | 0% | -6% | 2% | ? | 12% | 24
CCN(Cc1nc(-c2ccc(OC)c(OC)c2)no1)C(=O)c1ccc2c(c1)OCO2 | -10% | 0.0% | 0% | 15% | -17% | -22% | 0% | 0% | 2% | -4% | -1
O=C(CN(Cc1ccc(F)cc1)C(=O)CCC(=O)Nc1nccs1)NCC1CCCO1 (stereo unspecified) | 3% | 0.0% | 1% | -1% | -4% | -2% | 1% | 1% | 0% | -10% | 4
CCOCc1cc(CN2CCC(CCC(=O)NC3CC3)CC2)ccc1OC | 0% | -0.3% | -1% | 8% | -4% | 10% | -4% | 0% | -1% | ? | -8
Cc1ccc(NC(=O)C(=O)NCC2CCCN2S(=O)(=O)c2cccs2)c(C)c1 (stereo unspecified) | 3% | -0.2% | -1% | 5% | 14% | -14% | 1% | -4% | -9% | -12% | -16
CCOc1ccc(OCCCC(=O)ON=C(N)c2ccccc2Cl)cc1 | -3% | 0.1% | 0% | 10% | -2% | 9% | -3% | 0% | -6% | 1% | -13
Cc1cc(N2CCN(C)CC2)nc2ccc(NC(=S)N3CCN(c4ccc(F)cc4)CC3)cc12 | 4% | 0.2% | 3% | -8% | 9% | -14% | -4% | -7% | 29% | -2% | -4
CN(Cc1ccccc1NS(=O)(=O)c1ccc2ccccc2c1)C1CCCCC1 | 2% | -0.1% | 0% | 3% | 8% | -5% | -2% | 6% | -1% | -3% | 0
Cc1ccc(/C=C/C(=O)NCC2COc3ccccc3O2)o1 (stereo unspecified) | 0% | -0.8% | 4% | -4% | -5% | -5% | -4% | -18% | 13% | 22% | 10
CCN(CC)CCNC(=O)c1ccc(Cl)c(S(=O)(=O)Nc2ccc(Cl)cc2)c1 | -8%&4% | -0.7% | 0% | -1%&-3% | -3% | 3% | -2%&-5% | 4% | -4% | -3% | 5
CC(=O)Nc1ccc(C2=NN(C)C(=NCc3ccccc3)SC2)cc1 | 0% | -1.0% | 2% | -3% | 2% | -13% | 0% | 0% | ? | 1% | -10
Cn1c(N2CCOCC2)nc2c1c(=O)n(Cc1ccc(Cl)c(Cl)c1)c(=O)n2C | -1% | -0.6% | 2% | 5% | 25% | ? | -3% | -4% | ? | -8% | -7
